# Source: PubChem
# procasp3 activ: activators of human procaspase-3; activation, % at 8.5 µM; 0.11% of 330,000 active; P42574; AID 463141; recombinant procaspase-3 D3A, Ac-DEVD-pNA absorbance 405 nm;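 active means activation above the mean of all tested compounds plus 3 SD, cut at about 21% in these data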;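 further: 0% = DMSO alone and 100% = DMSO wells spiked with extra 5 µM PC-3 D3A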
# Target sequence (P42574 whole entry D9A/D28A/D175A): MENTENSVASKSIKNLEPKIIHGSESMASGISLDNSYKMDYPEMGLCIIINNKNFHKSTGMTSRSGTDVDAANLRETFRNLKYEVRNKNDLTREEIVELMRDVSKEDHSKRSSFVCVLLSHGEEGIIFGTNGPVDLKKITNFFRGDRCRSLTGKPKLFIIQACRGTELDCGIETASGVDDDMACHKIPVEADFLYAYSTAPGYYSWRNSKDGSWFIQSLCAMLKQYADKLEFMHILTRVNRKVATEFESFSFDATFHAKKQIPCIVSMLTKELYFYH
#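 Assay system: Autoprocessing-dead procaspase-3 D3A mutant enzyme; also added: Ac-DEVD-pNA; doses: one concentration, 8.5 µM nominal, 0.8% DMSO; times: 1 h compound preincubation, 2 h substrate hydrolysis at 25 °C; technique: 405 nm absorbance of p-nitroaniline, reads at 0 and 120 min; measure: % activation between DMSO and enzyme-spiked controls; repeats: single replicate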
# PAFAH2 inh: inhibitors of human PAFAH2; Q99487; recombinant PAFAH2, FP-rhodamine activity probe, fluorescence polarization; inhibition, % at 3.39 µM; 0.99% of 340,000 active; AID 492956;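 active means inhibition above the mean over all tested compounds plus 3 SD, cut at about 30% in these data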;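 further: inhibitors block probe labeling of enzyme so polarization drops; 0% = enzyme with DMSO and 100% = wells lacking PAFAH2 protein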
# PP1 counter: blocks human PP1-alpha phosphatase, a PP5 counter-screen | P62136 | purified PP1alpha, OMFP fluorescence | inhibition, % at 6.7 µM | 0.9% of 320,000 active;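 active means inhibition above the mean inhibition of all tested compounds plus 3 SD, computed separately for each screening campaign, cut at about 15% in these data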
# Target sequence (P62136 whole entry, looked up): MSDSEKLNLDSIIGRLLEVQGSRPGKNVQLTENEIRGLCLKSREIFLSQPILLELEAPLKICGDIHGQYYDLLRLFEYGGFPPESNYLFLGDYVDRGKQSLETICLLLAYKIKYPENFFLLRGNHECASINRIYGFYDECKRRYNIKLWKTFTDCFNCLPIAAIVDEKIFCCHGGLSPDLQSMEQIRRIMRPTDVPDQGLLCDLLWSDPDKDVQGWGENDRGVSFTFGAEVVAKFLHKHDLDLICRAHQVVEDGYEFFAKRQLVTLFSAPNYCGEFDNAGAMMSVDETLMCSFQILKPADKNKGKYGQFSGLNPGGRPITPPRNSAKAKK
# TPT1 inhibitor: C. albicans TPT1 enzyme inhibition; recombinant caTPT1, FP RNA substrate dephosphorylation; inhibition, % at 5 µM; 0.81% of 300,000 active;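 active means inhibition above the mean of all tested compounds plus 3 SD, set per screening campaign, cut at about 24% in these data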;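 further: plate controls were DMSO alone for no effect and ferristatin control at 100 nM for full effect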
# PP5 inh: inhibitors of human protein phosphatase 5 (PP5); P53041; purified PP5c, OMFP substrate fluorescence; inhibition, % at 6.7 µM; 0.18% of 320,000 active; AID 1987;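 active means inhibition above the campaign's mean inhibition across all tested compounds plus 3 SD, cut at about 9.5% in these data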;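 further: 0% = DMSO only and 100% = 100 µM cantharidin control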
# CTSL1 counter: counter-screen for PFM18AAP inhibitors: inhibitors of F. hepatica cathepsin L1 | recombinant F. hepatica cathepsin L1, Z-Leu-Arg-MCA fluorescence | inhibition, % at 5.96 µM | 0.49% of 300,000 active | AID 1906;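 active means inhibition above the mean of all tested compounds plus 3 SD, set per screening campaign, cut at about 17% in these data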;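 further: 0% = plate median of test compound wells and 100% = 1 µM Z-Phe-Ala-diazomethylketone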
# AHR act: activators of human aryl hydrocarbon receptor; 2.5% of 320,000 active; activation, % at 5 µM; AID 2796; AHR-responsive luciferase reporter cells, luminescence; in the data active means activation above about 47%;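 further: 0% = vehicle wells and 100% = reference agonist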
# procasp7 counter: activates human procaspase-7, counter-screen for procaspase-3 activators; P55210; recombinant procaspase-7, Ac-DEVD-pNA absorbance 405 nm; D23A/D198A/D206A triple mutant, cannot self-cleave; scale: DMSO 0, 5 µM enzyme 100; activation, % at 8.5 µM; 0.093% of 330,000 active; AID 463210;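 active means percent activation above the screen-wide mean plus 3 SD, cut at about 25% in these data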
# Target sequence (P55210 whole entry D23A/D198A/D206A): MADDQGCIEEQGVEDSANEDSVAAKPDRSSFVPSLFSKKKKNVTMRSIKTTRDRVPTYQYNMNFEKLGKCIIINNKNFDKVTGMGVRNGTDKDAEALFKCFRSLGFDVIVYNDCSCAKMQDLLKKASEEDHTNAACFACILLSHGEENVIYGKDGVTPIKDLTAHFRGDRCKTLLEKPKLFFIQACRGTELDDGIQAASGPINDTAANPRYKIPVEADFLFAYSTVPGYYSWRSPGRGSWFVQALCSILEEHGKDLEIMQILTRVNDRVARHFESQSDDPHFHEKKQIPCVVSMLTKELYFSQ
#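 Assay system: Uncleavable procaspase-7 mutant enzyme / Input: 2 µM procaspase-7 mutant as dispensed / Dosing: single nominal 8.5 µM compound dose, 0.8% DMSO final / Timing: 1 h enzyme–compound preincubation and 2 h substrate reaction, both 25 °C / Detection: p-Nitroaniline absorbance at 405 nm, read at 0 and 120 min / Replication: singlicate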
# core dimer inh: HCV core protein dimerization inhibition; TR-FRET GST/Flag-core106 dimerization, 1536-well; inhibition, % at 5 µM; 0.33% of 300,000 active; AID 1899;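 active means inhibition above the mean of all tested compounds plus 3 SD, set per screening campaign, cut at about 45% in these data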
#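 Material: GST/Flag-tagged HCV core106 proteins. Incubation: 4 h, 22.5 °C incubation. Read-out basis: inhibition (%) from 671 over 617 nm ratio. Measured by: TR-FRET, excitation 340 nm, emission 617 and 671 nm.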
# * marks the source's active call; other numbers are inactive results; nt = no result given.
Compound	procasp3 activ	PAFAH2 inh	PP1 counter	TPT1 inhibitor	PP5 inh	CTSL1 counter	AHR act	procasp7 counter	core dimer inh
CCC(=O)c1cn(CC(=O)OC)c2ccccc12	9	-1	-2	-4	2.4	0	1	8	-1
O=C(NCCC1CCCCN1S(=O)(=O)c1ccccc1)C(=O)Nc1ccccc1 (stereo not drawn)	8	-4	-9	-4	0.6	2	2	6	6
CC(C)C1C(c2ccccc2)NC(c2ccccc2)CC1(O)c1ccc(F)cc1 (stereo not drawn)	10	1	4	-6	2.0	-5	-2	2	-2
Cc1ccc(CSC2=Nc3ccccc3C3=NC(CCC(=O)NCc4ccco4)C(=O)N23)cc1 (stereo not drawn)	2	8	0	3	1.8	-3	-1	9	32
CCOCCCNc1c2c(nc3cc(-c4ccc(F)cc4)nn13)CCC2	-3	0	-4	-4	-1.1	0	7	4	3
COc1ccc(N2CCN(Cc3cc4c(cc3O)CCC4)CC2)cc1	-1	0	2	-1	-1.2	2	-3	7	1
O=C(CNC(=O)c1ccco1)OCc1ccccc1F	6	9	nt	nt	nt	nt	-2	3	nt
Cc1cc(C)n(C(=O)c2c([N+](=O)[O-])c(C)nn2C)n1	0	0	2	-4	0.9	3	-4	4	0
COc1ccccc1NS(=O)(=O)c1cccc(C(=O)NCC(c2ccco2)N(C)C)c1 (stereo not drawn)	-2	6	-8	-1	-0.7	6	0	-8	2
CC(=O)Nc1ccc(NC(=O)CSc2ccc(-c3cccnc3)nn2)cc1	1	1	-2	0	0.2	3	4	4	5
CCOC(=O)c1c(C)[nH]c(C(=O)OCc2ccc([N+](=O)[O-])cc2)c1C	-1	-5	0	0	5.6	3	53*	2	-2
CCOc1cccc(-c2nnc3sc(-c4cc(OC)c(OC)c(OC)c4)nn23)c1	5	-13	-2	-3	1.3	-2	12	-8	4
CC(CCc1ccccc1)NC(=O)CSc1ccccn1 (stereo not drawn)	-6	6	-5	-1	0.3	0	1	0	0
CCOc1ccc(NC(=O)NCc2ccc3c(c2)OCO3)cc1	1	1	-2	-1	0.6	2	5	3	7
COc1ccccc1NC(=O)C1=C(C)Nc2nnnn2C1c1cccc(C)c1 (stereo not drawn)	2	-3	-1	1	4.8	4	5	1	-4
Cc1cccc(C)c1NC(=O)CNC(=O)C(C)NC(C)c1ccccc1Br (stereo not drawn)	6	-2	4	nt	2.6	nt	-1	-2	nt
O=C(O)C1CCCCC1C(=O)NCCCc1ccccc1 (stereo not drawn)	-3	1	-8	-3	1.0	1	-1	3	-3
COC(=O)CSc1nc2ccc(NC(=O)c3ccccc3C(=O)N3CCOCC3)cc2s1	4	3	0	-4	-0.4	-3	3	2	-4
Nc1ccc(OCc2ccco2)cc1	3	1	1	-2	-0.4	-3	3	4	-1
COc1ccc(C(C)C)cc1S(=O)(=O)N1CCC(C(=O)NCc2cccnc2)CC1	6	6	-3	-1	0.0	-1	-1	0	6
S=c1nc(-c2ccco2)[nH][nH]1	-3	-3	-3	-4	-0.1	-2	0	-15	-3
Cc1ccc(C2=NNC(=O)C(c3ccc(Cl)cc3)C2)cc1 (stereo not drawn)	-8	5	-2	-9	3.3	2	4	-54	10
O=C(Nc1ccc(F)cc1)c1cc(-c2ccccc2)no1	5	2	-4	-2	-1.5	-3	0	2	3
O=C(N/N=C/C1CC=CCC1)c1cc2ccccc2cc1O (stereo not drawn)	-4	9	4	14	3.1	-1	7	-4	4
O=C(O)c1ccccc1NS(=O)(=O)c1ccc(NN=Cc2cccc(Cl)c2)c([N+](=O)[O-])c1	-3	22	nt	nt	nt	nt	1	0	nt

# The listing continues.
Compound	procasp3 activ	PAFAH2 inh	PP1 counter	TPT1 inhibitor	PP5 inh	CTSL1 counter	AHR act	procasp7 counter	core dimer inh
COC(=O)c1ccc2nc(C(F)(F)F)[nH]c2c1	-4	1	-11	-8	1.0	-3	6	7	-5
CCOC(=O)c1cnc2c(C)cccc2c1NCCCN1CCOCC1	3	5	-1	-4	2.0	1	8	9	9
CCOP(=O)(OCC)C(Nc1ccccc1)c1ccco1 (stereo not drawn)	-4	-1	-1	-1	-0.5	1	1	7	-2
CC1CCCCC1NC(=S)NC(=O)c1sc2ccccc2c1Cl (stereo not drawn)	1	4	2	-1	-0.4	0	8	-6	-18
Cc1cc(NC(=O)C2CC(=O)N(c3ccc(Cl)cc3)C2)no1 (stereo not drawn)	-6	-11	-1	2	0.5	8	1	-4	-10
O=C(CSc1nc2ccsc2c(=O)n1NC(=O)c1ccccc1)NCc1ccco1	-1	6	1	1	-0.7	-4	0	-14	-5
COc1ccccc1CNC(=O)c1cccc2c1C(=O)N(Cc1cccnc1)C2	4	4	-1	1	0.8	-1	5	2	-3
O=C(NCC1CCCO1)c1ccc2c(c1)S(=O)(=O)c1ccccc1C2=O (stereo not drawn)	6	0	-3	-2	1.8	2	1	0	9
COc1cccc(CN2CCNC(=O)C2CC(=O)NCCOc2cccnc2)c1OC (stereo not drawn)	4	-4	1	-3	1.3	-3	-1	13	-8
CCn1c(=O)cc(NC2=NCC(C)CN2c2cccc(Cl)c2)n(C)c1=O (stereo not drawn)	3	0	0	0	0.8	-1	7	1	3
O=C(CCN1C(=O)c2ccccc2C1=O)Oc1ccc2ccccc2c1	-3	5	2	0	2.1	-42	8	8	2
COc1cccc(CNC(=O)CCC(=O)n2ncc3cc(C)ccc32)c1OC	1	-2	-3	-1	0.1	5	6	8	17
O=C(CSc1nnc(-c2ccco2)n1Cc1ccccc1)OC1CCCCC1	3	15	6	1	4.4	0	1	1	14
O=C(O)C1=C[C@@H](c2ccccc2)C[C@@H](OCCCCO)O1	0	3	3	-2	2.4	1	1	9	3
O=C(Nc1ccc(-n2ccc(C(F)(F)F)n2)cc1)Nc1cccc(Cl)c1	6	-23	8	2	3.8	4	0	-6	3
CN(C)S(=O)(=O)c1ccc(C(=O)OCCN=C2NS(=O)(=O)c3ccccc32)cc1	2	6	-4	0	-1.4	-2	0	2	-5
C#CCOCCOCCOCCNc1nc(N2CCN(C(=O)[C@H](CCC(=O)O)n3cc(C(N)CC(C)C)nn3)CC2)nc(N2CCN(C(=O)[C@H](CCC(=O)O)n3cc(C(N)[C@H](C)CC)nn3)CC2)n1 (stereo partly drawn)	9	1	2	-3	-0.1	-4	-3	3	-7
CCOc1cc(C2CC(=O)NC(SCC)=C2C#N)ccc1O (stereo not drawn)	7	9	-2	-2	-2.2	-2	0	5	-3
CCn1c(COc2ccc3c(c2)OCO3)nnc1SCC(=O)O	3	-1	-1	-1	1.8	0	0	10	-4
NS(=O)(=O)c1ccc(CCNC(=O)C(c2ccccc2)c2ccccc2)cc1	-3	-2	-2	1	1.7	5	0	0	12
Cc1c(CCOC(=O)c2ccc(Cl)cc2Cl)sc[n+]1CC(=O)c1ccccc1	-7	10	nt	nt	nt	nt	1	15	nt
O=C(CN1N=C(c2ccccc2)CCC1=O)NCc1cccs1	7	0	0	-1	-2.6	2	1	1	-3
O=C(O)CSc1nnc(-c2ccc(Cl)cc2)n1-c1ccccc1	0	-2	4	1	0.0	1	-1	7	0
O=C(CCCCCN1C(=O)c2cccc3cccc(c23)C1=O)NCCO	3	4	4	-3	0.2	3	-5	-7	-2
Cc1ccc(NC(=O)CSc2n[nH]c(-c3cccnc3)n2)c(Br)c1	-1	-1	-2	0	1.3	3	9	3	-1

# Some of these compounds in order of formula weight, smallest number first:
Compound	procasp3 activ	PAFAH2 inh	PP1 counter	TPT1 inhibitor	PP5 inh	CTSL1 counter	AHR act	procasp7 counter	core dimer inh
COC(=O)c1ccc2nc(C(F)(F)F)[nH]c2c1	-4	1	-11	-8	1.0	-3	6	7	-5
CCn1c(=O)cc(NC2=NCC(C)CN2c2cccc(Cl)c2)n(C)c1=O (stereo not drawn)	3	0	0	0	0.8	-1	7	1	3
Cc1ccc(NC(=O)CSc2n[nH]c(-c3cccnc3)n2)c(Br)c1	-1	-1	-2	0	1.3	3	9	3	-1

# Other records.
Compound	procasp3 activ	PAFAH2 inh	PP1 counter	TPT1 inhibitor	PP5 inh	CTSL1 counter	AHR act	procasp7 counter	core dimer inh
CCn1c(NC(=O)C(C)C)c2ccccc2nc1=O	0	12	-2	3	1.2	-9	5	12	2
O=C(COc1ccc2c(C(F)(F)F)cc(=O)oc2c1)NCc1cccs1	4	3	-4	1	-2.5	5	16	8	8
CCN(CC)CCN(C(=O)c1ccc(S(=O)(=O)N2CCOCC2)cc1)c1nc2cc3c(cc2s1)OCCO3	7	1	1	-2	0.6	-2	4	-2	-2
CN(C)S(=O)(=O)c1ccc(NC(=O)N2CCN(c3ccccc3Cl)CC2)cc1	1	-13	1	-5	4.2	1	-3	-2	4
O=C(NNC(=O)C12CC3CC(CC(Br)(C3)C1)C2)c1ccccc1F	7	9	nt	nt	nt	nt	1	0	nt
O=C(Nc1ccc(Oc2ccc(C(F)(F)F)cn2)c(Cl)c1)C1CC1	3	0	12	-3	5.8	-5	0	-4	4
c1ccc(CCN2CCN(c3ncnc4c3cnn4-c3ccccc3)CC2)cc1	1	9	0	-4	2.6	4	9	-1	3
COc1ccc(Cn2nnc3c(C)n[nH]c(=O)c32)cc1	2	-1	-3	-2	1.9	-12	5	0	9
O=C(c1cc2ccccc2oc1=O)N(Cc1cccs1)Cc1cccs1	-10	-1	-3	3	-0.5	0	2	-7	-3
CCOC(=O)C1=C(C)OC(N)=C(C#N)C1c1cc(Cl)c(OCC(N)=O)c(OC)c1 (stereo not drawn)	2	-9	2	-4	-1.8	1	-1	-7	7
CC(SC1CCCC1)C(=O)NC(C)(C#N)C(C)C (stereo not drawn)	-4	-6	0	-4	-0.8	-3	0	-2	-5
CN1CCN(C(=O)c2cn(-c3ccccc3)nc2-c2cccnc2)CC1	-10	4	0	-2	-2.4	2	1	5	-2
CC1Cc2cc(S(=O)(=O)NCCC(=O)N(C)Cc3ccccc3)ccc2N1C(=O)C1CC1 (stereo not drawn)	5	6	-2	-7	1.3	0	0	3	11
CCOc1ccc(N2C(=O)CC(NC3CCN(C(=O)c4cccc(Cl)c4)CC3)C2=O)cc1 (stereo not drawn)	-27	9	-2	1	2.3	2	-1	-43	-3
O=C1CCC(C(=O)Nc2cccc3ccccc23)N1 (stereo not drawn)	2	3	-3	-1	-2.5	-3	8	4	-2
CCN(CC)S(=O)(=O)c1cccc(C(=O)Nc2cc(C)nn2-c2ccccc2)c1	5	0	-1	2	1.4	-4	-3	5	-2
COc1ccc(OC)c(NC(=O)C2CCN(C(=O)C3CC(=O)N(c4ccc(C)cc4)C3)CC2)c1 (stereo not drawn)	5	-6	-2	0	1.0	0	1	0	-6
Cc1ccc(S(=O)(=O)N2CCN(C(=O)COc3ccc(C)nc3[N+](=O)[O-])CC2)c(C)c1	-2	-2	0	-1	-2.5	-1	2	3	2
Cc1ccccc1NC(=O)CN1C(=O)N/C(=C\c2cccn2-c2cccc(C(=O)O)c2)C1=O	-3	24	-1	7	1.5	0	0	11	-4

# The order is random; about 5.6% have a hit in one of these screens.
